# HP1b binding inh: blocks HP1-beta chromodomain binding to methylated histone tails | P83916 | AlphaScreen HP1-beta / biotin-H3K9me3 peptide binding | Potency, µM (series often up to 114 µM), for inactives: at the top dose activity change, negative = inhibition, hits mostly inhibitors | hit rate 0.56% among 390,000; further: nearly all actives have a fitted effect of over 70% in size; inactives centre near 23
# Target sequence (P83916 whole entry, looked up): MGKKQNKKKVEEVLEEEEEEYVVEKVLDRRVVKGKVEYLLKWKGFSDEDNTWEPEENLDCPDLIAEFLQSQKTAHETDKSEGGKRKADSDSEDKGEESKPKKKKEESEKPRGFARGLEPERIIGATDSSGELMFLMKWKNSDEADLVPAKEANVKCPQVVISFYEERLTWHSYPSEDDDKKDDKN
#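 AlphaScreen: HP1-beta (50 nM) preformed 30 min with biotin-H3(1-18)K9me3 peptide (50 nM) in PBS pH 7.4, 0.01% Tween-20. Compound added for 30 min at RT, then streptavidin donor/nickel chelate acceptor beads (10 ug/mL) for 30 min.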
# G9a block: inhibitors of human histone lysine methyltransferase G9a. Q96KQ7. G9a H3K9 monomethylation, AlphaScreen, 2 h. Potency, µM (series often up to 102 µM), for inactives: at the highest dose activity, negative = inhibition, most hits filed as inhibitors. hit rate 8.8% among 350,000. AID 504332; further: on the % scale 0 is the no-effect control and ±100 the full control effect; nearly all actives have a fitted effect of over 75% in size
#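 Enzyme 20 nM + cpd, 15 min RT; add b-H3K9 pep 500 nM / SAM 20 uM; 2 h RT; anti-H3K9me1 Ab 0.5 ug/mL + SA donor / anti-rabbit acceptor beads 20 ug/mL each, 10 min; AlphaScreen read.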
# GLS inhibitor: blocks human kidney-isoform glutaminase activity; hit rate 0.21% among 410,000; AID 624170; Potency, µM (series often up to 45.5 µM), without a hit: top-dose activity change, negative = inhibition, actives largely listed as inhibitors; O94925; GLS enzymatic activity, qHTS titration; further: on the % scale 0 is the no-effect control and ±100 the full control effect
# Target sequence (O94925 whole entry, looked up, canonical isoform): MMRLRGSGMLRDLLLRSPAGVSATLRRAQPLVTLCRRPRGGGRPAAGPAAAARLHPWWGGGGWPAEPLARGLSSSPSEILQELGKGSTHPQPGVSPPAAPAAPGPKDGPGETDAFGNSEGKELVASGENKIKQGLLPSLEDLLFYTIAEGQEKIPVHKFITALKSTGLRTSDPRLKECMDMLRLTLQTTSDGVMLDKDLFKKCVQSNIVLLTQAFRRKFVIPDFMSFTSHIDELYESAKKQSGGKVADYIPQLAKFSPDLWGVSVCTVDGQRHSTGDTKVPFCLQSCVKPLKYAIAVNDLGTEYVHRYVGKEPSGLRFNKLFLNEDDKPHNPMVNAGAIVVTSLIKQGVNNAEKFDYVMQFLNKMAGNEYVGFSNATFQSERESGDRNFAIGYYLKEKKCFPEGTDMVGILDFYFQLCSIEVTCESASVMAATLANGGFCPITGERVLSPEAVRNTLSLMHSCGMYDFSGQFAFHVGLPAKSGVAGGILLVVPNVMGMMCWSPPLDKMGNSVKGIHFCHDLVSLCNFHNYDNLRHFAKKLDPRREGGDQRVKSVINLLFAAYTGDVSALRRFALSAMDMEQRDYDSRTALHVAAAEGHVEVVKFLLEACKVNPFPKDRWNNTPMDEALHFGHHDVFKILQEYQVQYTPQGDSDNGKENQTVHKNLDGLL
#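 hKGA; 45 mM KH2PO4 pH 8.2 + 0.02% Tween-20; cpd via pin tool; 1 mM Gln soln; GluOx/HRP/Amplex Red; RT 30 min; fluor. t0 & final.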
# POLI inh: blocks human DNA polymerase iota activity | Q9UNA4 | Pol iota fluorescent replication assay, 10 min | Potency, µM (doses to about 115 µM), for inactives: at the top dose activity, negative = inhibition, usual class: inhibitors | hit rate 1% among 390,000
#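 Fluorescent replication assay read twice, at 0 min and 10 min after adding 50 nM (final) substrate. Enzyme (10 nM) and compounds were first incubated 15 min at room temperature; enzyme-free buffer wells were negative controls.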
# JMJD2A Tudor: blocks the human JMJD2A Tudor domain; O75164; AlphaScreen JMJD2A-Tudor / H3K4me3 peptide binding; AID 504339; hit rate 4.4% among 390,000; Potency, µM (titrated, usually from 114 µM), for the others: at the highest dose activity change, negative = inhibition, most hits filed as inhibitors; further: on the % scale 0 is the no-effect control and ±100 the full control effect; nearly all actives have a fitted effect of over 50% in size
# BAZ2B inh: BAZ2B (human) inhibition. Potency, µM (doses to about 114 µM), for inactives: at the top dose activity change, negative = inhibition, actives largely listed as inhibitors. hit rate 4.4% among 360,000. AID 504333. AlphaScreen BAZ2B-H3K14Ac peptide displacement; further: on the % scale 0 is the no-effect control and ±100 the full control effect; nearly all actives have a fitted effect of over 60% in size
#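 AlphaScreen displacement of biotin-H3(5-23)K14Ac peptide (50 nM final) from BAZ2B (50 nM final) in PBS pH 7.4, 0.01% Tween-20; complex preformed 30 min RT, then compounds (top 110 uM) 30 min RT, beads 20 min dark.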
# Tb PGK inh: T. brucei PGK inhibition. Potency, µM (top dose mostly 57.5 µM), without a hit: top-dose activity change, negative = inhibition, actives largely listed as inhibitors. hit rate 0.043% among 380,000. PGK/GAPDH coupled, Kinase-Glo luminescence, 60 min; further: on the % scale 0 is the no-effect control and ±100 the full control effect; nearly all actives have a fitted effect of over 60% in size
#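 Recombinant glycosomal PGK reaction used 1,3-bisphosphoglycerate generated in-well by GAPDH (100nM final) in 100mM TEA pH 7.6, 5mM MgCl2, 0.01% Tween-20. After 60 minutes at room temperature, ATP was read by Kinase-Glo Plus luminescence end-point.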
# BLM helicase inh: Bloom syndrome helicase (human) inhibition. Potency, µM (top dose mostly 56.1 µM), for inactives: at the top dose activity change, negative = inhibition, hits mostly inhibitors. recombinant BLM DNA unwinding, fluorescence dequenching. hit rate 0.2% among 350,000. P54132;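 further: plate controls were vehicle for no effect and no enzyme for full effect; nearly all actives have a fitted effect of over 35% in size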
# Pin1 inh: blocks the human prolyl isomerase Pin1; Q13526; hit rate 0.009% among 390,000; Potency, µM (series often up to 115 µM), inactives show at the top dose activity, negative = inhibition, hits mostly inhibitors; Pin1 FP peptide displacement, HiFluor488, 10 min; active means well fitted inhibition curve with a large enough effect in the polarisation, with a control signal flat, not every such curve was filed as active; inconclusive means small, poorly fitted or top-dose-only effect, or effect the other way, or a change in a side signal; inactive means no such curve, though single readings can be large or run the other way; the % refers to the polarisation; further: on the % scale 0 is the no-effect control and ±100 the full control effect
# Target sequence (Q13526 whole entry, looked up): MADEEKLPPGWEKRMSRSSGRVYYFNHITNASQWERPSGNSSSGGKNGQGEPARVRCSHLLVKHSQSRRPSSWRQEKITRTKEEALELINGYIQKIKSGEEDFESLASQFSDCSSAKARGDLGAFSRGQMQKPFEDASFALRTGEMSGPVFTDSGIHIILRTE
# * = called active by the depositor; i = inactive; ? = inconclusive; · = not tested or not shown; & = joins results of further samples; [ ] = another dose, or the depositor's remark. Unless noted, the call rests on the fitted dose curve; in most records, active means well fitted curve in the direction sought with a large enough effect; inconclusive means small, poorly fitted or top-dose-only effect, or another doubt; inactive means no such curve, though single readings can be large; an effect the other way counts as inactive or inconclusive. Potency means the concentration at half of the fitted maximal effect. The list is partial; count on the stated rates, not on these rows.
SMILES,HP1b binding inh,G9a block,GLS inhibitor,POLI inh,JMJD2A Tudor,BAZ2B inh,Tb PGK inh,BLM helicase inh,Pin1 inh
Cc1ccc(S(=O)(=O)C(CNC(=O)COc2ccc(Cl)cc2)c2ccco2)cc1 (stereo not given),-7.0%,3.3%[59 µM],1.1%,-5.9%,-21.4%,-14.9%,-1.0%,-5.4%,1.1%
O=[N+]([O-])c1ccc(Cl)c(CN2CCCCCC2)c1,?,25.1µM*,14.3%,131.5%[activator],1.26µM*,56.2µM*,-6.4%,-2.5%,-6.1%
O=C(NNS(=O)(=O)c1ccc2ccccc2c1)c1cc(-c2ccccn2)nc2ccccc12,-9.7%,79.4µM*,0.8%,53.2%[activator],-32.6%,9.1%,1.2%,-0.7%,1.7%
COc1ccccc1NC(=O)c1ccccc1NS(=O)(=O)c1cccs1,42.3%[activator],50.1µM*,2.1%,20.2%,-1.4%,-18.8%,i,-0.2%,0.5%
Cc1ccc(NC(=O)N2CCN(c3nnc(C)c4c(C)n(-c5ccc(Cl)cc5)nc34)CC2)c(C)c1,6.3%,15.7%[59 µM],9.8%,-4.0%,-10.7%,-4.0%,·,0.3%,-1.6%
Cc1ccc(S(=O)(=O)NCc2ccccn2)cc1C,36.7%,32.4%[59 µM],2.6%,-15.9%,-4.8%,-5.2%,20.9%,-5.4%,-6.8%
COc1ccc(N2CCN(C(=O)CNC(=O)Cc3ccccc3)CC2)cc1,0.4%,-15.4%,33.1%,-0.3%,-14.5%,-12.7%,-1.4%,-1.2%,-2.0%
Cc1cccc(NS(=O)(=O)c2ccc(C(=O)NCC(C)(C)N3CCOCC3)cc2)c1C,31.1%,14.2%,-1.9%,?,-5.6%,-17.9%,i,-1.1%,5.7%
COc1ccc(OC(C)C(=O)N2CCN(c3ccccn3)CC2)cc1 (stereo not given),-9.7%,4.3%[12.7 µM],-2.3%,?,-8.4%[11.4 µM],-0.8%,-8.8%,-0.2%,-1.7%
CCc1ccc(N2CC(C(=O)OCC(=O)Nc3cc(C)on3)CC2=O)cc1 (stereo not given),51.0%[activator],-43.9%,0.3%,10.5%,-35.0%,-5.2%,5.3%,2.1%,-0.2%
CN=C1c2cc3c(Br)c(OC)ccc3n2CCN1C,33.1%[activator],?,-2.1%,-0.7%[58.9 µM],-6.0%,5.7%,-6.6%,42.2%[activator],3.0%
Cc1ccc(S(=O)(=O)CCC(=O)OCc2nnc(-c3ccccc3)o2)cc1,25.8%,·,-5.7%,72.1%[activator],-3.4%,·,5.3%,·,-4.2%
Cc1c(NC(=O)C(C)OC(=O)c2sc3ccccc3c2Cl)c(=O)n(-c2ccccc2)n1C (stereo not given),18.3%,-25.4%[59 µM],1.1%,17.0%,2.0%,-4.9%,-11.3%,-11.2%,-13.4%
NC(=O)c1ncn([C@@H]2O[C@H](CN=C3NS(=O)(=O)c4ccccc43)[C@@H](O)[C@H]2O)n1,39.1%[activator],·,10.4%,21.7%,-6.5%,·,-4.6%,·,-5.4%
CSc1nsc(SCC(=O)Nc2cccc(C(C)=O)c2)n1,18.3%,-9.5%[59 µM],-9.0%,-0.4%,0.8%,-0.1%,-2.8%,-0.6%,-0.6%
CCOC(=O)C1=C(COC(=O)/C=C/c2ccc([N+](=O)[O-])cc2)NC(=O)NC1C (stereo not given),8.2%,16.4%[12.7 µM],-2.0%,-27.7%,-16.4%,8.9%,-4.0%,·,9.2%
C/C(=N\NC(=O)COc1ccccc1)c1ccc(O)cc1,40.7%[activator],·,-19.4%,60.7%[activator],-2.3%,-12.7%,-1.3%,1.0%,-4.6%
Cn1c(N)c(S(=O)(=O)N2CCCC2)c(=O)n(C)c1=O,44.0%[activator],?,6.0%,57.3%[activator],-9.0%,1.1%,i,0.3%,-6.1%
Cc1ccc(Nc2c(-c3ccccc3)nc3cnccn23)cc1,35.8%,9.6%,-3.8%,8.3%,9.8%,-11.8%,i,-6.2%,0.3%
CCC(CC)CN1C(Nc2ccccc2)=NC[C@@H]1C,39.1%[activator],5.0%,1.5%,30.7%,2.1%,-17.4%,1.1%,0.2%,-11.0%
CCN1CCN(CC(O)COc2cccc(OC)c2)CC1 (stereo not given),25.1%,56.2µM*,8.0%,1.9%,-28.7%,-3.8%,-7.9%,1.5%,-5.9%
O=C1CCCc2c1cc(C(=O)NCc1ccco1)c(=O)n2-c1ccccc1,28.5%,19.3%,0.2%,18.5%,-18.3%[57.1 µM],3.3%,-6.0%,-0.2%,-6.6%
N#Cc1c(SCc2c(Cl)cccc2Cl)nc(N)[nH]c1=S,19.9%,41.2%[12.7 µM],7.7%,-11.8%,-24.2%,?,-2.8%,·,-17.8%
Cc1ccc(NC(=O)c2ncn(CCCNCCCN(C)C)n2)cc1C,35.6%,·,-1.1%,?,-15.8%,·,-8.6%,·,-2.5%
CCOC(=O)c1c(C)oc2ncnc(Nc3cc(C)cc(C)c3)c12,30.1%,-3.9%[59 µM],2.0%,36.3%[activator],2.9%,11.6%[57.1 µM],-4.0%,0.8%,-9.2%
COc1cccc(-c2nnc(NC(=O)C(C)C)o2)c1,40.1%[activator],8.91µM*,-11.7%,-0.2%,?,79.4µM*,5.6%,-1.0%,-0.5%
CC(/C=N/NC(=O)NC1CCCCC1)=C\c1ccccc1,15.9%,8.3%,-7.7%,45.3%[activator],?,-21.6%,-0.4%,-8.2%,-8.4%
CCN(Cc1nc(-c2ccc(OC)cc2)no1)C(=O)c1ccoc1C,-15.8%,16.5%,4.6%,29.2%,-22.1%,-4.2%,-5.2%,0.6%,-3.2%
COc1ccc2[nH]c(CN3CCC(n4nccc4NC(=O)C4CC4)CC3)c(C)c2c1,-6.4%,-0.6%,14.2%,-5.4%,-27.9%,-27.4%,-4.5%,-5.6%,-6.9%
Cc1cc(C(=O)Nc2ccon2)cs1,27.1%,-20.9%[59 µM],-5.7%,-2.2%[58.9 µM],-15.8%,-16.3%,-2.7%,0.9%,3.2%
c1ccc(-c2ccc3nnnn3n2)cc1,37.7%[activator],9.4%,11.2%,-7.4%,-7.6%,-0.4%,5.5%,-2.1%,-7.3%
Nc1nonc1-n1nnc(C(=O)N/N=C/c2ccc(F)cc2)c1-c1cccs1,41.3%[activator],-5.9%[0.0925 µM],-0.7%,-6.8%,-27.8%,0.5%,i,-0.6%,-3.2%
Cc1ccc(S(=O)(=O)NN2C(=O)/C(=C\c3ccc(Cl)cc3)SC2=S)cc1,-20.4%,-10.1%,18.4%,?,-27.7%,-26.8%,-1.8%,-7.9%,0.9%
CCOc1ccc(C2/C(=C(/O)c3ccc4c(c3)CC(C)O4)C(=O)C(=O)N2CC2CCCO2)cc1 (stereo not given),12.5%,?,9.9%,22.5%,-9.1%,?,-5.6%,-0.2%,-9.0%
CCSc1cc(N2CCCC2)nc(-c2ccccc2)n1,139.0%[activator],19.9%[12.7 µM],-1.6%,-5.0%,39.5%[activator],62.1%[activator],i,0.9%,0.2%
O=C(C(c1ccccc1)c1ccccc1)N1CCN(Cc2ccncc2)CC1,?,?,-5.2%,0.2%,?,?,-0.1%,-1.3%,-12.5%
COc1ccc(/C=C/c2ccc3ccccc3[n+]2C)cc1OC,-4.8%,35.5µM*,1.2%,-86.8%&-1.8%,?,-38.1%,-2.4%,1.4%,50.2%[activator]
CCOc1ccc(CCNC(=O)c2[nH]c(C)c(C(C)=O)c2C)cc1OCC,12.1%,-2.5%,0.9%,31.5%[activator],-25.9%,-10.2%,-12.8%,-4.1%,0.2%
CC1CCCN(c2ccc(N)cc2C(N)=O)C1 (stereo not given),5.6%,·,7.08µM*,39.3%[activator],-12.1%,-26.3%,3.4%,2.4%,0.2%
CCOC(=O)C1CCN(c2ccc(-c3cccs3)nn2)CC1,26.0%,?,2.9%,39.3%[activator],-6.3%,8.2%,?,-3.2%,-1.7%

# Fetched by structure from the list above (three):
SMILES,HP1b binding inh,G9a block,GLS inhibitor,POLI inh,JMJD2A Tudor,BAZ2B inh,Tb PGK inh,BLM helicase inh,Pin1 inh
CC1CCCN(c2ccc(N)cc2C(N)=O)C1 (stereo not given),5.6%,·,7.08µM*,39.3%[activator],-12.1%,-26.3%,3.4%,2.4%,0.2%
Cc1cc(C(=O)Nc2ccon2)cs1,27.1%,-20.9%[59 µM],-5.7%,-2.2%[58.9 µM],-15.8%,-16.3%,-2.7%,0.9%,3.2%
Cc1c(NC(=O)C(C)OC(=O)c2sc3ccccc3c2Cl)c(=O)n(-c2ccccc2)n1C (stereo not given),18.3%,-25.4%[59 µM],1.1%,17.0%,2.0%,-4.9%,-11.3%,-11.2%,-13.4%

# Next section
SMILES,HP1b binding inh,G9a block,GLS inhibitor,POLI inh,JMJD2A Tudor,BAZ2B inh,Tb PGK inh,BLM helicase inh,Pin1 inh
Cc1ccc(F)cc1NC(=O)CCSc1nc(-c2ccco2)cc(C(F)(F)F)n1,26.5%,-7.8%[59 µM],-0.5%,12.1%,-14.1%,-5.0%,-7.1%,-3.1%,3.2%
CCOC(=O)N1CCC(NC(=O)c2cccc3c2C(=O)N(c2ccc(OC)cc2)C3)CC1,29.7%,?,-2.0%,?,-15.6%,?,-9.0%,?,-2.2%
CC(C(=O)Nc1ccccn1)(c1ccccc1)c1ccccc1,50.6%[activator],·,-9.0%,-8.1%,26.1%,1.0%,-7.6%,-3.9%,-7.7%
CN(CCNC(=O)C1CCC(=O)N(Cc2cccc(F)c2)C1)CCc1ccccc1 (stereo not given),22.1%,-0.3%,4.0%,31.3%[activator],-0.7%,-11.5%,-0.8%,2.9%,-6.2%
CC(Sc1ncccn1)C(=O)NNC(=O)c1cccc(Cl)c1 (stereo not given),33.3%,·,21.7%,3.8%,4.5%,·,0.6%,·,4.0%
O=[N+]([O-])c1cc(Cl)cc(/C=N/Nc2nc3ccccc3s2)c1O,?,·,0.0%,47.3%[activator],-24.8%[11.4 µM],6.31µM*,1.1%,-5.2%,?
CCCCN(CC)CCNC(=O)CN1C(=O)COc2ccc(S(=O)(=O)N3CCOCC3)cc21,20.7%,10.8%[59 µM],6.7%,13.3%,-14.5%,-5.4%,-4.5%,0.0%,-10.4%

# Screening results as filed in PubChem.
